Source: PubChem BioAssay (several laboratories)
Rac1 GTP hydrolysis – MgcRacGAP GTPase-activating activity inhibitors, confirmation, biochemical, ADP Hunter fluorescence. MgcRacGAP-stimulated Rac1 GTP hydrolysis, ADP Hunter fluorescence; higher % means a stronger effect; GST-tagged Rac1 F28L mutant substrate. one-dose inhibition, % at 30 µM; IC50 in µM for titrated hits. actives 0.6% (n = 340,000). AID 624330;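 active = first-screen hits whose inhibition reached a set limit at any dose in the follow-up dose series; inconclusive = inhibition above the set first-screen limit but never retested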;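 also: fluorescence reports GDP produced by GAP-driven GTP hydrolysis; strong numbers were not always called active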
Dengue-2 NS5 capping – flavivirus cap methylation enzyme inhibition – biochemical, confirmation dose response, primary screen (AID 588689) | inhibition, % at 25 µM, or IC50 in µM where a hit was titrated | actives 0.3% (n = 340,000) | Dengue-2 NS5 methyltransferase capping enzyme assay, biochemical; higher % means a stronger effect; in the data active = a potency from the dose series; inconclusive = inhibition above about 29% without an active follow-up result
Large T inhibition – SV40 large T antigen inhibitors, biochemical (AID 1903); inhibition, % at 20 µM, or IC50 in µM where a hit was titrated; SV40 large T antigen ATPase/helicase inhibition assay; higher % means a stronger effect; actives 0.39% (n = 310,000); in the data active = a potency from the dose series; inconclusive = inhibition mostly from about 32% at the one dose, without a potency; inactive = the rest, 99 in 100 with inhibition below about 32%; also: strong numbers were not always called active
UTI89 phage lysis – protection from phage-mediated lysis, alamar blue read-out – E. coli UTI89, K1F phage, bacterial capsule biogenesis inhibitors (AID 488966); E. coli UTI89 K1F phage lysis, alamar blue, 2 h; higher % means a stronger effect; actives 0.02% (n = 340,000); inhibition, % at 100 µM, or IC50 in µM where a hit was titrated;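 active = phage lysis inhibition, versus mean bacterial control, above a set limit; inconclusive = no clear call, values can overlap the other calls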;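 also: capsule biogenesis inhibitors block K1F phage lysis so surviving cells raise fluorescence; higher fluorescence means more inhibition of phage lysis; actives were called in the ten point dose series up to 300 µM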
NTR1 ag – NTR1-driven beta-arrestin-GFP spot formation – imaging, U2OS cells, high content, primary screen (AID 493036); actives 0.17% (n = 330,000); P30989; activation, % at 20 µM; agonist mode;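 active = activation at or above 40% of the spot to cytoplasm intensity ratio, with at least 20 cells analyzed; inconclusive = wells under 20 cells, flagged as cytotoxic or low count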;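 also: 0% = DMSO without peptide and 100% = 100 nM NTR1 peptide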
Target sequence (P30989 whole entry, looked up): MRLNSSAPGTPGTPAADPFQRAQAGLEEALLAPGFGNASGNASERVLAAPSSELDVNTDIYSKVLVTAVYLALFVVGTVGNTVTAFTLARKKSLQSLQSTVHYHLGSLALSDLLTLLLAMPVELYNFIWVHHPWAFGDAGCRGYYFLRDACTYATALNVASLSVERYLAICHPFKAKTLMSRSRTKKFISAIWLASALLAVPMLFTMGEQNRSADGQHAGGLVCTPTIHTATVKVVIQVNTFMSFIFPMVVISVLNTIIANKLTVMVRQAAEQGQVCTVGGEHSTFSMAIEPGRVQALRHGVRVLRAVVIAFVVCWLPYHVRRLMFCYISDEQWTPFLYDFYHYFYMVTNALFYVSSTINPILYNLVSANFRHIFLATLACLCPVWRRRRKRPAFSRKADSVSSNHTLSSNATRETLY
T cell modulator – modulates CD8 T cell binding to vesicles | 2C CD8+ T cell-vesicle binding, flow cytometry; hits give low values | calls only at 7 µM | actives 0.068% (n = 330,000);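 active = response, share of CD8 T cells binding vesicles, and their 90th percentile fluorescence all below set limits, cut at about 80% in these data, passing the limit was not always enough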
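Assay system: 2C TCR transgenic mouse naive CD8+ T cells, MACS-purified | Read-out: CD8+ gate FL2 mean fluorescence as % of same-row positive control | Signal: High-throughput flow cytometry with anti-B7-1 and anti-CD8 staining | Timing: Binding step 1.5 h, 37 °C, antibody labelling 20 min, ice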
West Nile virus CPE – West Nile virus antiviral activity, cell-based, CPE readout (AID 1621) | actives 0.02% (n = 290,000) | CPE inhibition, % at 10 µM; hits with a dose series show IC50 in µM | West Nile virus-infected cells, CPE inhibition; higher % means a stronger effect; in the data active = a potency from the dose series; inconclusive = CPE inhibition mostly from about 3.7% at the one dose, without a potency; inactive = the rest, 99 in 100 with CPE inhibition below about 2.2%; also: strong numbers were not always called active
PhoP inhibition – inhibitors of PhoP regulon expression, primary screen, Salmonella Typhimurium, GFP reporter (AID 1863). S. Typhimurium PhoP-regulated promoter GFP reporter, 4 h; higher % means a stronger effect. inhibition, % at 50 µM; hits with a dose series show IC50 in µM. actives 0.16% (n = 300,000);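 active = inhibition over 29.93%, a cutoff 3 SD above the screen mean, later confirmed by dose response; inconclusive = inhibition over 29.93% but no dose response follow-up; inactive = inhibition at most 29.93% or unconfirmed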;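 also: 0% = low Mg2+ inducing control and 100% = high Mg2+ repressing control; strong numbers were not always called active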
RSV antiviral HEp-2 – inhibition of RSV-induced cytopathic effect – HEp-2 cells, primary 10 µM value included (AID 2391) | actives 0.13% (n = 310,000) | HEp-2 cells, RSV-induced CPE inhibition; higher % means a stronger effect | CPE inhibition, % at 10 µM, or IC50 in µM where a hit was titrated; in the data active = a potency from the dose series; inconclusive = CPE inhibition mostly from about 23% at the one dose, without a potency; inactive = the rest, 99 in 100 with CPE inhibition below about 21%; also: strong numbers were not always called active
T cell modulator vesicle-bound % – also measured in T cell modulator; calls as there; double positive events, %; measured here: CD8+ vesicle-bound cell fraction;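 binding gate set so that unloaded-vesicle control wells show 10% double positive cells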
NTR1 ag cell count 20 µM – also measured in NTR1 ag; calls as there; cell count; measured here: cell count, cytotoxicity flag
Dengue-2 NS5 capping pilot replicate – also measured in Dengue-2 NS5 capping; calls as there; inhibition, %; measured here: pilot screen replicate inhibition
* = called active by the depositor; i = inactive; ? = inconclusive; / = not tested or not shown; [ ] = remark or other dose.

SMILES	Rac1 GTP hydrolysis	Dengue-2 NS5 capping	Large T inhibition	UTI89 phage lysis	NTR1 ag	NTR1 ag cell count 20 µM	T cell modulator	T cell modulator vesicle-bound %	West Nile virus CPE	PhoP inhibition	RSV antiviral HEp-2	others
CC1CCCN(C(=O)c2ccc3c(c2NCCO)C(=O)c2ccccc2C3=O)C1 (stereo not given)	12.6%	9.7%	6.3%	-0.7%	6.7	61	i	55.4	1.0%	14.6%	6.9%
CN(CCOC(=O)/C=C/c1ccco1)Cc1ccccc1	18.2%	6.9%	15.4%	-0.9%	0.3	46	i	22.5	0.2%	10.4%	-1.5%
O=C(Nc1cccc(S(=O)(=O)NC2=NCCCCC2)c1)c1ccc(Cl)cc1	5.8%	5.8%	/	1.6%[50 µM]	0.0	66	/	/	/	/	/
O=c1n(-c2cccc(Cl)c2)c(=O)n2n1CCC2	4.9%	-1.4%	-1.3%	0.4%	-0.4	59	i	32.9	-0.2%	26.4%	0.2%
COc1ccc(CNC(=O)CS(=O)Cc2nc(-c3ccc(C)cc3)oc2C)cc1 (stereo not given)	-1.4%	-9.7%	6.9%	-2.8%	-1.0	103	i	31.6	-0.2%	-8.5%	0.4%
Cc1ccc(C)c(N2CCN(C(=O)c3ccc(CS(=O)Cc4ccc(Cl)cc4)o3)CC2)c1 (stereo not given)	/	-8.3%	2.4%	0.0%	3.4	56	i	7.4	-0.6%	5.8%	5.0%
CC(On1nnc2ccccc21)C(=O)N1CCN(Cc2ccccc2)CC1 (stereo not given)	8.2%	-9.4%	9.7%	0.4%	-0.1	30	i	31.3	-0.4%	-4.8%	8.6%
CCN(C(=S)Nc1cccnc1)c1cccc2ccccc12	2.1%	27.7%	6.1%	0.5%	-0.2	40	i	45.5	0.5%	0.2%	0.6%
COC(=O)Cc1c(C)c2ccc(OCC(=O)N3CCCC(C)C3)c(C)c2oc1=O (stereo not given)	5.8%	-4.9%	10.7%	-0.1%	1.2	73	i	18.2	-0.6%	-0.5%	5.8%
CCOc1cc(N2CCOCC2)c(OCC)cc1NC(=O)c1cc(C)nc2ccccc12	2.4%	-8.1%	22.4%	1.2%	0.6	54	i	46.9	0.3%	0.8%	0.7%
CCN(CC(=O)Nc1ccc(Cl)c(C(F)(F)F)c1)CC(=O)NC1CCS(=O)(=O)C1 (stereo not given)	6.9%	0.0%	4.4%	3.5%	-1.4	48	i	28.4	-1.1%	-7.9%	5.8%
CN(CC1CCCO1)S(=O)(=O)c1ccc(C(=O)Nc2nc3cc4c(cc3s2)OCO4)cc1 (stereo not given)	1.4%	-0.7%	4.0%	-1.5%	0.3	50	i	19.1	0.0%	/	2.3%
N=c1oc2ccc(Br)cc2cc1C(=O)NCc1ccc(F)cc1	6.5%	-3.2%	-10.6%	0.1%[50 µM]	2.6	63	i	72.7	-0.4%	0.9%	2.6%
C=CCOc1ccc(C(c2c(O)nc(SC)[nH]c2=O)c2c(O)nc(SC)[nH]c2=O)cc1	8.9%	33.4µM*	?	-1.0%	1.1	45	i	22.7	/	/	-0.7%
O=C(COc1ccc(F)cc1)Nc1nc(-c2ccccn2)cs1	10.3%	-0.7%	16.3%	1.5%[50 µM]	2.2	66	i	22.1	/	3.9%	3.5%
CSc1nnc(C2CCN(CC(=O)Nc3ccccc3N3CCOCC3)CC2)n1C	9.0%	-9.1%	7.4%	0.5%	-0.6	50	i	21.7	-1.0%	0.9%	0.1%
C(=Nc1ccc(Nc2ccccc2)cc1)c1ccc2ccccc2c1	?	5.8%	8.25µM*	-3.5%	/	/	i	41.1	-1.0%	44.8%	-0.7%
N#Cc1ccccc1S(=O)(=O)Nc1ccc2c(c1)OCCO2	2.6%	3.2%	28.2%	-0.5%	0.5	73	i	59.8	-1.4%	-4.5%	3.5%
CC(C)CC1C(C#N)=C(N)Oc2n[nH]c(-c3cccs3)c21 (stereo not given)	-3.1%	-3.3%	35.3%	-0.2%	3.1	75	i	7.7	0.0%	2.0%	-0.3%
COc1cc(NC(=S)Nc2ncccc2C)cc(OC)c1OC	13.6%	8.0%	11.7%	0.1%	1.2	92	i	55.0	0.0%	-6.3%	0.5%
COc1ccc(C(=O)N2CCN(C(=O)C3COc4ccccc4O3)CC2)cc1OC (stereo not given)	-0.1%	-10.7%	-1.2%	-0.1%	-0.1	57	i	60.8	-0.4%	-3.7%	0.8%
Cc1ccc(-c2nnc(-c3cccnc3)o2)cc1	0.5%	2.0%	16.3%	0.2%	1.0	58	i	45.6	-0.4%	-10.0%	3.0%
COc1ccc(NC(=O)c2cc3cc(C)ccc3n2C)c(OC)c1	7.0%	-1.3%	3.3%	0.1%	2.7	53	i	58.0	-0.4%	1.0%	1.0%	Dengue-2 NS5 capping pilot replicate=3.0
Cc1cccc(NC(=O)CSc2nc3c(c(=O)[nH]2)CCC3)c1C	0.9%	-5.1%	3.1%	7.1%	-1.4	60	i	44.8	-0.1%	-0.7%	2.3%
O=C(Nc1cccc(F)c1)c1ccc(Cn2cc([N+](=O)[O-])cn2)o1	4.9%	-4.0%	-16.7%	0.5%	-1.0	43	i	38.5	-0.6%	23.6%	1.2%
Cc1ccc(C(=O)C2=C(O)C(=O)N(CCCN(C)C)C23C(=O)N(C)c2ccccc23)o1 (stereo not given)	2.6%	-4.2%	/	1.3%	-1.0	50	i	48.6	0.2%	/	1.0%
O=C(/C=C/c1c(F)cccc1Cl)Nc1nn[nH]n1	12.5%	-4.4%	18.1%	0.4%	-0.8	38	i	63.2	0.1%	-7.8%	-0.2%
O=c1cc(N2CCC(Cc3ccccc3)CC2)[nH]c(=O)n1C1CCCCC1	11.0%	-4.8%	14.0%	1.5%	4.5	41	i	34.4	-0.1%	-3.5%	-1.4%
CCOc1cc(N2CCOCC2)c(OCC)cc1NC(=O)CSc1nccc(C)n1	12.7%	-10.0%	14.4%	0.3%	0.7	75	i	61.4	-0.2%	-0.2%	2.7%
CCOCCCNC(=O)C1CCCCN1S(=O)(=O)c1ccc(F)cc1 (stereo not given)	-4.0%	-1.0%	17.7%	0.3%	-1.3	84	i	49.6	-0.2%	-9.0%	0.3%
COc1ccc2c(CC(=O)OCC(=O)c3ccccc3OC)coc2c1	4.0%	-0.7%	2.3%	-0.2%	1.2	48	i	5.1	0.0%	-1.6%	2.8%
CCOC(=O)COc1nc(-c2ccco2)cc(-c2ccco2)c1C#N	/	/	7.4%	/	7.8	50	i	51.4	0.2%	-3.6%	/
Cc1c(C(=O)/C=C/N(C)C)nnn1-c1ccc(Cl)c(Cl)c1	11.6%	1.6%	6.3%	0.7%	1.7	52	i	35.4	0.5%	0.8%	3.0%
CNCCOCC(O)CSc1ccccc1 (stereo not given)	11.1%	1.6%	13.2%	0.5%	-1.0	32	i	26.4	0.0%	-7.2%	1.0%
Cc1onc(-c2ccccc2Cl)c1C(=O)OCC(=O)c1ccc2c(c1)OCCO2	5.8%	-8.6%	6.3%	0.4%	2.4	70	i	61.8	-1.0%	-2.0%	4.4%
COc1ccc(OCC(O)CNS(=O)(=O)c2ccc(C)cc2)cc1 (stereo not given)	/	/	5.3%	/	1.5	35	i	37.6	-0.5%	-7.9%	5.8%
COc1ccc(C2CC(c3ccc4ccccc4c3)=NN2C(=O)CNC2CCCCC2)cc1 (stereo not given)	110µM*	-7.0%	2.6%	-0.1%	19.6	40	i	6.6	-1.6%	1.4%	-4.2%
Cn1c(=O)[nH]c(=O)c2c1nc(N1CCC(Cc3ccccc3)CC1)n2Cc1ccccc1	6.3%	1.4%	-6.0%	-0.5%	19.7	56	i	43.9	0.0%	2.0%	13.5%
CSCCC(=O)N1C(C)CCCC1C(=O)O (stereo not given)	8.4%	-4.8%	2.1%	0.1%	1.3	45	i	26.3	0.1%	4.2%	-0.9%
CC(=O)NS(=O)(=O)c1ccc(NC(=O)C2C3C=CC(C3)C2C(=O)O)cc1 (stereo not given)	2.2%	-0.7%	5.3%	4.6%	/	/	i	36.4	-0.1%	0.4%	0.6%
CC(C)c1ccc(NC2CCCN(C(=O)c3cc(C(C)C)nc(N)n3)C2)cc1 (stereo not given)	4.9%	4.4%	13.7%	0.3%	0.8	57	i	19.6	-0.5%	3.4%	2.1%
Cc1ccc(S(=O)(=O)N(CC(=O)NC2CCCC2)c2cccc(C)c2)cc1	7.1%	-5.8%	3.9%	-0.5%	3.3	58	i	51.8	-1.6%	0.7%	1.3%
CC(C)(C)c1cc(N)on1	6.3%	-1.9%	19.7%	0.2%	0.9	62	i	3.5	0.2%	1.9%	1.6%
O=C(NCc1ccc(Cl)cc1)c1ccc(CNc2c(N3CCOCC3)c(=O)c2=O)cc1	3.2%	-12.2%	12.7%	0.6%	0.5	45	i	22.9	0.3%	-2.1%	-1.0%
S=c1[nH]nc(-c2ccc(Cl)cc2)n1-c1ccc2c(c1)OCCO2	-0.4%	10.2%	3.2%	-4.6%	1.8	53	i	55.5	-0.5%	2.2%	5.9%
CC(C)(C)c1ccc(/C=C/C(=O)Nc2ccncc2)cc1	0.4%	-4.4%	-27.5%	2.3%	6.0	56	i	37.4	-1.1%	21.1%	6.2%
CC(=O)c1cn(CCC(C)C)c(=O)[nH]c1=O	8.9%	3.6%	2.2%	0.4%	2.0	55	i	31.4	0.1%	0.0%	0.2%
O=C(COc1ccccc1[N+](=O)[O-])Nc1ccccc1N1CCCCC1	10.9%	-6.6%	6.3%	0.8%[50 µM]	24.5	82	i	27.0	0.7%	4.6%	?
COc1ccc(CCC(C)NCc2cc(OC)cc(OC)c2)cc1 (stereo not given)	-7.1%	-3.1%	5.8%	-0.5%	1.4	54	i	63.0	-1.2%	-1.9%	-1.2%
OCCN1CCN(CC/C=C2/c3ccccc3CSc3ccccc32)CC1	/	/	7.1%	/	-1.6	49	i	33.8	/	/	-3.0%
Cc1ncc(CN2CCCC(C(=O)Nc3ccc(-c4ccco4)cc3)C2)cn1 (stereo not given)	13.8%	-25.6%	9.2%	0.2%	0.6	68	i	11.6	-0.1%	0.4%	0.2%
Cc1csc(SCC(=O)Nc2ccc3c(c2)OCCO3)n1	7.1%	-2.3%	1.2%	-0.2%	-0.4	53	i	10.7	0.2%	14.0%	2.1%

This is a random part of the collection; any-hit rate near 1.5%.
